Source: PubChem (The Scripps Research Institute Molecular Screening Center)
OXTR potentiate – human OXTR potentiators, primary screen, fluorescence, CHO-OTR cells, Fluo-8 calcium; Oxytocin receptor (Homo sapiens), P30559; Fluo-8 calcium fluorescence, potentiator mode; 0% = oxytocin EC15, 100% = EC100; activation, % at 3 µM; actives 0.061% (n = 320,000); AID 2445, 2010;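 active = activation above that plate's cutoff, the mean activation of tested compounds plus 3 SD, cut at about 6.6% in these data, passing the limit was not always enough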;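 also: 100% uses oxytocin at 75 nM as the full agonist control; some results filed as inactive read as strong as hits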
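Replication – single well per compound, singlicate · Assay system – CHO cell line stably expressing human OTR · Timing – 6 min pre-incubation, 100 s read · Measure – normalized max/min fluorescence ratio, % activation · Doses – 3.0 µM, one dose · Detection – Fluo-8 calcium dye fluorescence · Probe or stimulus – oxytocin near EC15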
TAAR1 ag – human TAAR1 agonists, primary screen, Fluo-8 calcium fluorescence, CHO RD-HGA16 cells | Trace amine-associated receptor 1 (Homo sapiens), Q96RJ0 | vehicle wells 0%, saturating PEA agonist 100% | activation, % at 3 µM | actives 0.99% (n = 360,000) | AID 624467, 2012;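 active = activation above the mean activation of all test compounds in the run plus 3 SD, cut at about 38% in these data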
Target sequence (Q96RJ0 whole entry, looked up): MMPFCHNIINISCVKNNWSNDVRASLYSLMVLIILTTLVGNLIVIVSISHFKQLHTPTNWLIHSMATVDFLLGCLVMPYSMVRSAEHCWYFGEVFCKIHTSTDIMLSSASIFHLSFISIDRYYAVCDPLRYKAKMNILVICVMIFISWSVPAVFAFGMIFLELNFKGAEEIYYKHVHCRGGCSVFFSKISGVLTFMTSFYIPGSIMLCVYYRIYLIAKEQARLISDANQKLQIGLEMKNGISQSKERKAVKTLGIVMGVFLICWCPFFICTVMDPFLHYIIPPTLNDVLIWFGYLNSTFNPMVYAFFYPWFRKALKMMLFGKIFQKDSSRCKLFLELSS
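test system = CHO RD-HGA16 cells carrying human TAAR1 plus Gα16 | schedule = 17-24 h seeding, 75 min 37 °C dye, 30 min RT | compound dosing = 3 µM single concentration | control set = DMSO and PEA EC100 | replicates = n 1 | signal = Fluo-8 fluorescence, 5 s baseline then 140 s kinetic read | measure = percent activation vs PEA EC100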
CHO-K1 Ca PAM – nonselective calcium activators in parental CHO-K1 cells, primary screen, counter-screen for M1 PAM project, cell-based, Fluo-8 calcium fluorescence, full deck, 1536-well; ATP EC20; 0% at ATP EC20, 100% at ATP max; actives 0.02% (n = 360,000); activation, % at 3 µM;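 active = activation above the run cutoff, the mean activation of all test compounds plus 3 SD, cut at about 40% in these data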;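 also: peak over basal fluorescence ratio in a 140 s read after ATP addition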
CHRM1 agonist – human M1 muscarinic receptor agonists, primary screen, Fluo-8 calcium fluorescence, CHO-K1 cells, HTS | CHO-K1 hM1, agonist mode; 0% DMSO, 100% acetylcholine EC100 | activation, % at 3 µM | actives 0.33% (n = 360,000);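 active = activation above the run's mean compound activation plus 3 SD, cut at about 16% in these data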;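 also: peak over basal fluorescence ratio within a 140 s kinetic read after compound addition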
Target sequence (P11229 whole entry, looked up): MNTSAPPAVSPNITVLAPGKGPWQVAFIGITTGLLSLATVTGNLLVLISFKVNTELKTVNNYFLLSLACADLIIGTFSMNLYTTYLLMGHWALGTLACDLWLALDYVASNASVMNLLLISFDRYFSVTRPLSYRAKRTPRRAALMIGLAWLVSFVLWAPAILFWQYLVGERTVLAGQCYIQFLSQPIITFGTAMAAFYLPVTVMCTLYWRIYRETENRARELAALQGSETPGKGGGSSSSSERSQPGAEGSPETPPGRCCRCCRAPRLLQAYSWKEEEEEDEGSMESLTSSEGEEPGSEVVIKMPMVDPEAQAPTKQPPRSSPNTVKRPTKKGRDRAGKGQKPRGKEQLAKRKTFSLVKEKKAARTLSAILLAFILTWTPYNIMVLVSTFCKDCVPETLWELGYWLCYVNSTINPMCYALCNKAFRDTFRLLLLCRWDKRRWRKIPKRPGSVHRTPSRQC
M1 ag parental – counter-screen for M1 agonists: effect in parental CHO-K1 cells; actives 0.48% (n = 360,000); activation, % at 3 µM; Fluo-8 calcium fluorescence; scaled to maximal ATP response, vehicle zero; in the data active = activation above about 15%;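 also: untransfected CHO-K1 host cells lacking M1 receptor as counterscreen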
CHO-K1 Ca antag – counter-screen for M1 antagonists: effect in parental CHO-K1 cells; ATP-induced calcium, Fluo-8 fluorescence; inhibition, % at 3 µM; actives 0.6% (n = 360,000); AID 602250;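 active = inhibition above a per-plate cutoff, the plate's mean sample inhibition plus 3 SD, cut at about 24% in these data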;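 also: 0% = DMSO plus EC80 ATP and 100% = DMSO alone without ATP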
CHRM1 antagonist – human M1 muscarinic receptor antagonists, primary screen, CHO-K1 cells, Fluo-8 calcium fluorescence, 1536-well; CHO-K1 hM1, ACh EC80 antagonist; actives 1.3% (n = 360,000); Muscarinic acetylcholine receptor M1 (Homo sapiens), P11229; inhibition, % at 3 µM; AID 588852, 2011;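 active = percent inhibition above its own plate's cutoff, namely the mean of that plate's compound wells plus 3 SD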;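 also: peak over basal fluorescence ratio during 140 s after agonist addition; 0% = ACh EC80 plus DMSO and 100% = DMSO alone without agonist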
CHO parental Ca – ATP-evoked calcium signal inhibitors, parental CHO, primary screen, counter-screen for OX1R antagonist project, cell-based, fluorescence, Fluo-8 calcium dye; inhibition, % at 5.6 µM; AID 463079, 2010; actives 0.63% (n = 330,000); parental CHO-K1, ATP-induced calcium, Fluo-8 fluorescence;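 active = inhibition above that plate's mean sample inhibition plus 3 SD, cut at about 26% in these data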;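 also: 0% = ATP-challenged DMSO wells and 100% = DMSO wells without ATP; some compounds past the cut are filed as inactive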
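test system = CHO parental line | reagent = ATP stimulus | measured by = intracellular calcium via Fluo-8 no-wash fluorescent dye | control set = ATP and no-ATP DMSO wells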
TAAR1 antag – human TAAR1 antagonists, primary screen, Fluo-8 calcium fluorescence, CHO RD-HGA16 cells. Trace amine-associated receptor 1 (Homo sapiens), Q96RJ0. inhibition, % at 3 µM. actives 1.5% (n = 360,000). antagonist. AID 624466, 2012;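 active = inhibition above a per-plate cutoff, the mean inhibition of test compounds on that plate plus 3 SD, cut at about 49% in these data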;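 also: 0% = DMSO plus EC80 beta-PEA response and 100% = DMSO alone without agonist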
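Test system – hTAAR1-expressing CHO RD-HGA16 cells, Gα16-coupled · Reagent – β-PEA at EC80 concentration, post-compound challenge · Compound dosing – 3 µM, single point · Timing – 140 s kinetic read after compound, 140 s after agonist · Detection – Fluo-8 intracellular calcium dye fluorescence, real-time kinetic reads · Control set – DMSO and EC80 PEA controls · Repeats – n of 1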
* = called active by the depositor; x = no result given.

molecule | OXTR potentiate | TAAR1 ag | CHO-K1 Ca PAM | CHRM1 agonist | M1 ag parental | CHO-K1 Ca antag | CHRM1 antagonist | CHO parental Ca | TAAR1 antag
CC(C)N1C(=O)CCC1C(=O)NCc1cccs1 (stereo not given) | -12 | 2 | 17 | -2 | 1.9 | -11 | -5 | 13 | -29
O=C(Nc1ccc(NC(=O)c2sc3ccccc3c2Cl)cc1Cl)c1ccco1 | -2 | 13 | 8 | -2 | 0.2 | 7 | 6 | -15 | 8
COC(=O)C1C(O)=CC(=O)CC1C (stereo not given) | -1 | 3 | -6 | -1 | -0.2 | 15 | -6 | -7 | -1
Cc1cccc(-c2cc3c(N=O)c4ccccc4c-3n[nH]2)c1 | 1 | 6 | 3 | -2 | 0.5 | -6 | -5 | 1 | 11
Clc1cccc(-c2nnc(SC/C=C/c3ccccc3)n2Cc2ccco2)c1 | -5 | x | 16 | -4 | 1.8 | -11 | -2 | 19 | x
COc1ccc(S(=O)(=O)Nc2cccc(/C=C/C(=O)O)c2)cc1 | 1 | 4 | -2 | -4 | -0.1 | 5 | 2 | 2 | -9
CCC(Oc1ccc(C)cc1)C(=O)Nc1ccc2c(c1)n(C)c(=O)n2C (stereo not given) | x | 2 | 28 | -4 | 1.3 | -10 | -14 | x | -9
CCOC(OCC)c1cc2ccccc2cn1 | 4 | 6 | 21 | -3 | 0.8 | -13 | -8 | -12 | -1
O=C(N/N=C/c1ccc2c(c1)OCO2)c1cc(-c2ccncc2)nc2ccccc12 | -5 | 10 | 34 | -4 | 3.1 | -10 | -2 | -29 | 11
COc1ccc(C2CC(=O)Oc3ccc(OC)cc32)cc1 (stereo not given) | x | 4 | 2 | -3 | 0.0 | -5 | -1 | -16 | -5
COc1ccccc1C(=O)N1CCCC(c2nc(-c3cc(OC)c(OC)c(OC)c3)no2)C1 (stereo not given) | 3 | 5 | 19 | -6 | 0.5 | -16 | -9 | -21 | -9
CCOc1ccc(S(=O)(=O)NCCCN2CCCC2=O)cc1 | -2 | -1 | 2 | -3 | 1.1 | -2 | -9 | -8 | -16
Cc1cc(F)ccc1NC(=O)c1ccc(NS(=O)(=O)c2cccs2)cc1 | x | 1 | 24 | -2 | 0.7 | -29 | -10 | x | -15
O=C(c1cn(-c2ccccc2)nc1-c1cccnc1)N1CCN(S(=O)(=O)c2ccc(Cl)cc2)CC1 | x | 0 | -17 | -4 | 0.1 | 3 | 25 | x | 30
O=C(O)C1CCCN(C(=O)NCc2ccccc2)C1 (stereo not given) | -9 | 6 | 7 | -2 | 0.5 | -3 | -7 | -4 | 12
O=C(N/N=C/c1ccco1)c1ccn[nH]1 | -1 | 3 | 16 | 0 | -0.5 | -6 | -4 | -5 | -5
CCC(=O)NC(NC(=O)CC)C(Cl)Cl | -13 | 5 | 6 | 0 | 0.1 | -6 | -1 | 1 | -1
CC(C)C(C)(C#N)NC(=O)CSc1nncn1-c1ccccc1 (stereo not given) | -10 | 4 | 8 | -5 | 2.5 | 14 | -1 | -6 | -12
CCc1ccc(NC(=O)CSc2nnc(-c3cnccn3)n2C)cc1 | -2 | 6 | 10 | -3 | 0.1 | -16 | -19 | -10 | -32
O=C(CCN=C1NS(=O)(=O)c2ccccc21)OCC(=O)c1ccc(F)c(F)c1 | -2 | 1 | 10 | -1 | 1.7 | -6 | 13 | -15 | 1
O=C(COc1ccc(Br)cc1Br)NC(=S)Nc1cccc(CO)c1 | -4 | 5 | -13 | -3 | -0.3 | 14 | 4 | -26 | -20
O=C1OCc2cc(-n3cccc3)ccc21 | 1 | 0 | 10 | -4 | -0.4 | -6 | -5 | -3 | -7
COC(=O)c1c(-c2c(Cl)cccc2Cl)noc1NC(=O)NN1CCCCC1 | -14 | -3 | 19 | -4 | 0.6 | -7 | -1 | -34 | -28
CCCCn1c(N)c(N(Cc2ccccc2OC)C(=O)C(C)Oc2ccc(F)cc2)c(=O)[nH]c1=O (stereo not given) | 0 | 1 | 12 | -1 | 0.5 | 2 | -16 | -12 | -1
NC(=O)c1cc(S(=O)(=O)NCc2cccc(Br)c2)cs1 | -1 | 2 | 10 | 0 | 1.3 | -10 | -9 | -6 | -22
CN(C)CCNC(=O)CNC(=S)N(CCCN1CCOCC1)Cc1cccs1 | 3 | 4 | -2 | -6 | 0.2 | -11 | -8 | 0 | -13
C=CCOc1c(CNc2cccc(C(=O)O)c2)cccc1OCC | -4 | 12 | 15 | -3 | 0.5 | -12 | 2 | -8 | 10
O=S(=O)(c1ccc(OCC(O)CN2CCCC2)cc1)N1CCOCC1 (stereo not given) | -4 | 8 | 2 | -4 | -0.1 | -4 | -9 | -2 | 0
O=[N+]([O-])/C=C/c1cn(Cc2ccccc2)c2ccccc12 | 0 | -1 | 16 | 1 | 0.2 | -5 | -1 | 4 | -17
COc1ccc(N2CCN(C(=O)CC3NC4CCCCC4NC3=O)CC2)cc1 (stereo not given) | 6 | 0 | 9 | -6 | 0.2 | -1 | -11 | -3 | -2
Cc1cscc1-c1cc2nc(NCCCN(C)C)n(C)c(=O)c2s1 | x | 2 | 24 | -7 | 0.7 | -5 | -1 | x | -46
Cc1ccc(-n2ncc(C(=O)Nc3cc(Cl)cc(Cl)c3)c2C2CCNCC2)cc1C | x | 5 | -10 | -7 | 0.3 | 17 | 6 | x | -6
COc1ccc(NC(=O)CC2C(=O)N(c3ccc(Cl)cc3)C(=S)N2CCc2ccncc2)cc1 (stereo not given) | 0 | x | 17 | -3 | 3.6 | -7 | 4 | -11 | x
CCN(CC(=O)Nc1ccc(OC)cc1)CC(=O)Nc1ccc(Cl)cc1F | -5 | 6 | -3 | -3 | 0.2 | -9 | -2 | 2 | -16
COc1ccccc1CNC(=S)NC1CCCC1 | -1 | 4 | -9 | 0 | -0.1 | 15 | -6 | -1 | -9
CCN(CC(=O)NCc1ccc(Cl)cc1)C(=O)/C=C/c1cccs1 | -10 | -1 | 18 | -7 | -0.7 | -12 | -6 | -2 | -22
CC1Cn2c(nc3c2c(=O)[nH]c(=O)n3C)O1 (stereo not given) | -5 | -3 | 18 | -4 | 0.7 | -3 | -16 | -2 | -5
CCOC(=O)c1c(NC(=O)CN2C(=O)NC3(CCCCC3C)C2=O)sc(C(=O)N(C)C)c1C (stereo not given) | -1 | 0 | 9 | -3 | 0.7 | -7 | -12 | -13 | -31
CCOC(=O)C1=C(CNCCc2ccc(Cl)cc2)NC(=O)NC1c1ccc2c(c1)OCO2 (stereo not given) | -11 | 17 | 6 | -5 | -0.2 | -9 | -23 | -26 | 2
O=C(NCc1cc([N+](=O)[O-])ccc1O)c1cccnc1Sc1ccc(Cl)cc1 | -13 | 8 | 1 | 3 | 9.0 | 6 | 14 | 8 | 2
O=C(Cc1ccc(Br)cc1)Nc1ccccc1N1CCCC1 | -3 | 4 | -9 | -5 | 0.6 | -8 | -8 | -5 | -9
Cc1ccccc1COC(=O)CCC1=NS(=O)(=O)c2ccccc2N1 | -12 | 9 | 2 | 2 | 2.9 | -8 | -9 | 0 | -10
CCOC(=O)c1cnc(SCCN2CCOCC2)nc1N | -9 | 4 | 15 | -10 | 0.5 | -1 | -12 | -6 | 3
COCC1CCN(C(=O)C2CCC(=O)N(C3CCCCCC3)C2)CC1 (stereo not given) | x | 2 | 11 | 3 | 0.7 | -10 | -22 | x | -5
Cc1ccc(S(=O)(=O)Nc2cccc(C(=O)N3CCN(c4ccccc4O)CC3)c2)cc1F | -6 | 20 | -8 | -1 | 4.0 | 0 | 16 | -1 | 61*
COc1cc(Nc2nnc(C)s2)c(Cl)cc1Cl | -7 | 2 | 19 | -5 | 0.0 | -6 | -10 | -15 | -11
COc1ccc(CCNC(=O)c2sc3ccccc3c2Cl)cc1OC | -3 | 11 | 14 | -7 | 3.1 | 1 | -4 | -40 | 12
CC(=O)OCCN(CCOC(C)=O)c1c(C)[nH]c(=O)[nH]c1=O | -1 | 21 | 6 | -5 | 0.3 | -11 | -8 | 2 | 3
COc1ccc(CNS(=O)(=O)c2ccc3c(c2)C(C)(C)C(=O)N3C)cc1 | -9 | 1 | 6 | -2 | 1.1 | -13 | -18 | -7 | -5
Cc1cc(Nc2cccc([N+](=O)[O-])c2)n2c(nc3ccccc32)c1C#N | -19 | 6 | 11 | 4 | 2.8 | -9 | 6 | 4 | 1
O=C(Nc1nnc(C2=COCCO2)o1)c1ccc(F)cc1 | -14 | 1 | 19 | -2 | 1.4 | -9 | -10 | -5 | -14
CCOc1ccccc1CN1CCC(N2CCC(C(=O)NC3CC3)CC2)CC1 | 2 | 0 | 24 | -4 | 1.5 | -16 | -10 | -10 | -27
COC(=O)COc1cc(OCC(=O)OC)c2c(C)c(Cl)c(=O)oc2c1 | -14 | 0 | 16 | -7 | 0.7 | -9 | 8 | -2 | 5
COc1cc2c(cc1OC)CN(C(=S)Nc1ccccc1Cl)CC2 | -18 | 6 | -3 | 2 | 17* | 9 | 3 | -12 | 12
COc1ccc(CN2CCC(C(=O)Nc3ccc(Oc4cccnc4)cc3)CC2)c(C)c1C | -21 | 12 | -8 | 0 | 8.2 | 3 | -5 | 1 | 5
CC1(CCc2ccc(O)cc2)NC(=O)NC1=O (stereo not given) | -8 | 6 | 13 | -2 | 0.0 | 3 | -14 | -2 | 4
CCN(CC)S(=O)(=O)c1ccc(N2CCCC2)c(C(=O)OCC(=O)/C(C#N)=C(\C)N)c1 | -21 | 0 | 2 | -1 | 1.4 | -9 | 0 | -11 | 20
Cc1ccc(C(=O)OCC(=O)Nc2cccc(Br)c2)s1 | x | 5 | -2 | -1 | 0.3 | 7 | 8 | x | -7
CCOC(=O)C1(CCCc2ccccc2)CCN(C(=O)CCCn2cncn2)CC1 | -9 | 8 | 4 | -2 | 12 | 0 | -1 | -7 | 4
Cc1ccc(S(=O)(=O)N2CCN(CC(=O)NC(=O)NCc3ccco3)CC2)cc1C | -2 | 3 | 15 | -3 | 0.8 | -13 | -16 | 2 | 3
CC(C)(C)CC(=O)Nc1nnc(SCC(=O)NC2CCCC2)s1 | -3 | -4 | -3 | -4 | 2.2 | -10 | -1 | -11 | -1
CC1SC(=NC(=O)c2ccco2)NC1=O (stereo not given) | 2 | 15 | 13 | -4 | 0.7 | -2 | -5 | 0 | -3
